Bioassay records as filed in PubChem.
OX1R antag-1 – blocks the human orexin 1 receptor; AID 434989; inhibition, % at 5 µM; O43613; 330,000 tested, 0.43% active; CHO/OX1R cells, Fluo-8 calcium fluorescence, orexin A;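 active = inhibition above its plate's threshold, mean inhibition of all tested compounds on the plate plus 3 SD, cut at about 37% in these data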;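 note: 0% = orexin A challenge wells and 100% = SB-334867-A antagonist wells; not every result past the cut was called active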
Target sequence (O43613 whole entry, looked up): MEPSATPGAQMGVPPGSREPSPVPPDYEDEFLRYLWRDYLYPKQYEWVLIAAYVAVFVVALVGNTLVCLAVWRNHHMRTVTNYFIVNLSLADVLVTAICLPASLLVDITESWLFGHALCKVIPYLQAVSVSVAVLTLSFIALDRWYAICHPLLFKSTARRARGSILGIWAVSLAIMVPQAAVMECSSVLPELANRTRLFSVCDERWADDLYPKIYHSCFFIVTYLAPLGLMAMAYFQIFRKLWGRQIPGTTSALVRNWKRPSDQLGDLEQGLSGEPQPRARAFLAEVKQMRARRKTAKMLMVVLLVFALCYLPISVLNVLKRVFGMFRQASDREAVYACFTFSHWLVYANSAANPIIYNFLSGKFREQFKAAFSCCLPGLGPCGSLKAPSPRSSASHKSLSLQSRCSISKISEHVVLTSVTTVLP
OX1R antag-2 – antagonists of human orexin 1 receptor (OX1R); O43613; OX1R-expressing cells, FRET antagonist read-out; inhibition, % at 6.6 µM; 330,000 tested, 1.8% active; AID 485270; in the data active = inhibition mostly above about 38%, no sharp cut-off; inactive = mostly below about 40%;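 note: 0% = agonist challenge alone and 100% = reference antagonist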
STK33 kinase inh – inhibitors of human STK33 kinase | 320,000 tested, 0.073% active | inhibition, % at 10 µM | AID 2661 | Q9BYT3 | purified STK33, MBP phosphorylation, ADP-Glo luminescence;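 active = inhibition at or above 25%, using the most active replicate where run in duplicate; inactive = inhibition below 25%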
Target sequence (Q9BYT3 whole entry, looked up): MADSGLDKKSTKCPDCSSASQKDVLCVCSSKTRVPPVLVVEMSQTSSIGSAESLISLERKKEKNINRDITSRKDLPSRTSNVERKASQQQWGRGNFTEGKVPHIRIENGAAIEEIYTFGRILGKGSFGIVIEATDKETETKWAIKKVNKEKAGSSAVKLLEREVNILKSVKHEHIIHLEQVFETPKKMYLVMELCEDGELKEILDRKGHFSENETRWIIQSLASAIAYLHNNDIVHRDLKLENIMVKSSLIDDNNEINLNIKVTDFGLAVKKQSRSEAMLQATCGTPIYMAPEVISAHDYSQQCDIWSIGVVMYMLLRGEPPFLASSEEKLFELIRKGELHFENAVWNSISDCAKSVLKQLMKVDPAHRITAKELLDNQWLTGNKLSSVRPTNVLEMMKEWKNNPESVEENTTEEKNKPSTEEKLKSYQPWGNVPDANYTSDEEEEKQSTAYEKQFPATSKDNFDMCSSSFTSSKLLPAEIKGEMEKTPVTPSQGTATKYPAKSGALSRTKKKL
The depositor's hits bear a star; . = not tested or not shown.

entry | OX1R antag-1 | OX1R antag-2 | STK33 kinase inh | molecule
1 | -17 | 15 | -1.4 | COc1cc(S(=O)(=O)NC2CCCCC2)c(C)cc1C
2 | -14 | 17 | 0.2 | N#Cc1ccc(C(=O)Nc2cccc(NC(=O)c3ccco3)c2)c(F)c1
3 | 4 | 8 | -1.6 | CCS(=O)(=O)N1CCC(C(=O)Nc2cc(C)ccc2O)CC1
4 | -14 | 19 | -2.2 | O=C(O)COc1ccccc1C1C2C(=O)N(c3ccc(F)cc3)C(=O)C2ON1c1ccccc1 (stereo not given)
5 | -11 | 5 | 2.9 | Oc1ccccc1Oc1ncc(Br)c(N2CCOCC2)n1
6 | -34 | 9 | -2.4 | CCc1nc(NCC2CCCN2CC)c2nnn(Cc3ccccc3F)c2n1 (stereo not given)
7 | 9 | 38 | -1.0 | CNC(=S)N(Cc1ccc(OC)cc1)C1CC(=O)N(c2ccc(Cl)cc2)C1=O (stereo not given)
8 | -19 | 27 | -2.8 | COc1ccc2c(c1OC)C(=O)N1N=C(c3ccccc3)CC21 (stereo not given)
9 | -2 | 0 | -2.0 | COc1ccc(-c2sc(Nc3ccccc3)n[n+]2-c2ccc(F)cc2)cc1Br
10 | -4 | 13 | -0.7 | O=C(CSCCO)Nc1cccc2ccccc12
11 | -15 | 17 | 0.4 | CC(C)OC(=O)CC(=O)CSc1nc2c(cc1C#N)CCCC2
12 | -23 | 15 | -1.4 | CCN(CC)S(=O)(=O)c1cccc(C(=O)NCc2ccccc2)c1
13 | -10 | -7 | 2.2 | NCCCNc1nc(N)c([N+](=O)[O-])c(NC2CCCCC2)n1
14 | -13 | 3 | 0.7 | Cc1cccc(OCC(=O)NN2C(=O)C3C4C=CC(O4)C3C2=O)c1 (stereo not given)
15 | -10 | 29 | -2.6 | CCc1nnc(NC(=O)CSc2nnc(-c3ccccc3OC)n2-c2ccccc2)s1
16 | -17 | 19 | 1.3 | CC(=O)N1CCc2cc(S(=O)(=O)C(C)CC(=O)NCc3ccc(C)o3)ccc21 (stereo not given)
17 | -15 | 32 | -0.8 | COc1cc(C)c(/C=C/C(C)=C/C=C/C(C)=C/C(=O)O)c(C)c1C
18 | -4 | 18 | -0.6 | COc1ccc(NC(=O)Cn2cc(C(C)=O)c3ccccc32)cc1
19 | 16 | 18 | -0.8 | C[C@@]12C(=O)N(Cc3ccc(F)cc3)CC(=O)N1[C@H]1c3cc(Cl)ccc3OC[C@@H]1[C@@H]2c1ccccc1
20 | -19 | 23 | 0.0 | O=C(NCc1ccco1)c1cc(C(=O)C2CC2)c[nH]1
21 | -3 | 18 | -0.6 | O=C(O)C(NS(=O)(=O)c1ccc(F)cc1)c1ccccc1 (stereo not given)
22 | -17 | 20 | -2.0 | COc1ccc(C(=O)NCCNC(=O)c2cc(OCC(F)(F)F)ccc2OCC(F)(F)F)cc1
23 | -15 | 7 | -0.7 | CSC1=NC(C)N2C(SC)=NC(C)N12 (stereo not given)
24 | 0 | 19 | -4.5 | CC(=O)Nc1cc(C(=O)N2CCOCC2)ccc1S(=O)(=O)c1ccc(C)cc1
25 | -15 | 6 | 0.0 | CC(=O)N(CCP(=O)(c1ccccc1)c1ccccc1)Cc1ccco1
26 | -27 | 16 | 1.1 | CC(NC(=O)[C@@H](C)NC(=O)[C@@H]1Cc2ccccc2CN1C(=O)OC(C)(C)C)c1ccccc1 (stereo not given in full)
27 | -14 | 10 | -0.4 | CC(C)c1nnc(SCC(=O)NC2CCCC2)n1C
28 | 8 | 18 | -0.6 | Cc1ccc(N=Cc2c(C)[nH]n(-c3nc4ccccc4[nH]3)c2=O)cc1
29 | -4 | 3 | -0.7 | O=C(c1ccccc1)N1CCCCCC1
30 | 2 | 12 | -2.4 | CCOC(=O)C1CCCN(c2c(NCc3ccco3)c(=O)c2=O)C1 (stereo not given)
31 | -18 | 13 | -0.2 | N#C/C(=C\c1cccc(Cl)c1)c1n[nH]c(Cn2cncn2)n1
32 | -43 | 4 | -1.3 | Cc1ccccc1-c1nc(CS(=O)(=O)CC(=O)N(C)C2CCCCC2)c(C)o1
33 | -27 | 14 | 2.1 | O=C(c1ccc2c(=O)n3c(nc2c1)CCC3)N1CCCSC1=Nc1ccccc1
34 | -13 | 19 | -1.4 | CCC(=O)NCCc1nc2cc(NC(=O)c3ccc(OC)cc3)ccc2n1C
35 | -11 | 19 | -2.9 | CC(C)c1cc(C(=O)NCc2ccco2)no1
36 | -8 | 10 | 0.5 | O=C(N1CCN(CCO)CC1)N1c2ccccc2CCc2ccccc21

Gathered by group, the entries above containing a halogen.
entry | OX1R antag-1 | OX1R antag-2 | STK33 kinase inh | molecule
2 | -14 | 17 | 0.2 | N#Cc1ccc(C(=O)Nc2cccc(NC(=O)c3ccco3)c2)c(F)c1
4 | -14 | 19 | -2.2 | O=C(O)COc1ccccc1C1C2C(=O)N(c3ccc(F)cc3)C(=O)C2ON1c1ccccc1 (stereo not given)
5 | -11 | 5 | 2.9 | Oc1ccccc1Oc1ncc(Br)c(N2CCOCC2)n1
6 | -34 | 9 | -2.4 | CCc1nc(NCC2CCCN2CC)c2nnn(Cc3ccccc3F)c2n1 (stereo not given)
7 | 9 | 38 | -1.0 | CNC(=S)N(Cc1ccc(OC)cc1)C1CC(=O)N(c2ccc(Cl)cc2)C1=O (stereo not given)
9 | -2 | 0 | -2.0 | COc1ccc(-c2sc(Nc3ccccc3)n[n+]2-c2ccc(F)cc2)cc1Br
19 | 16 | 18 | -0.8 | C[C@@]12C(=O)N(Cc3ccc(F)cc3)CC(=O)N1[C@H]1c3cc(Cl)ccc3OC[C@@H]1[C@@H]2c1ccccc1
21 | -3 | 18 | -0.6 | O=C(O)C(NS(=O)(=O)c1ccc(F)cc1)c1ccccc1 (stereo not given)
22 | -17 | 20 | -2.0 | COc1ccc(C(=O)NCCNC(=O)c2cc(OCC(F)(F)F)ccc2OCC(F)(F)F)cc1
31 | -18 | 13 | -0.2 | N#C/C(=C\c1cccc(Cl)c1)c1n[nH]c(Cn2cncn2)n1

Additional records
entry | OX1R antag-1 | OX1R antag-2 | STK33 kinase inh | molecule
37 | -5 | 7 | -1.4 | COc1ccc(C2NC(=O)NC(C)=C2C(C)=O)cc1 (stereo not given)
38 | -24 | -3 | -0.9 | CC(=O)c1ccc(N2CCN(S(=O)(=O)c3c(C)[nH]c(=O)[nH]c3=O)CC2)cc1
39 | -9 | 11 | -0.3 | CCN1CCN(C(=O)C2CCCN(S(=O)(=O)c3ccc(OC)c(OC)c3)C2)CC1 (stereo not given)
40 | 3 | 1 | -2.0 | CCN1CCN(CC(O)COCc2cc(OC)c(OC)c(OC)c2)CC1 (stereo not given)
41 | -2 | 25 | -4.7 | O=C(Nc1cnc2ccccn2c1=O)c1ccc(F)cc1
42 | -13 | 3 | 3.0 | Cc1ccnc(N(C(=O)c2cccs2)C(=O)c2cccs2)c1
43 | -9 | 9 | -2.9 | Cc1ccccc1C(=O)NCCNC(=O)c1cnccn1
44 | 3 | 20 | 0.7 | NC(=O)Cn1cc(/C=N\NS(=O)(=O)c2ccc(F)cc2)c2ccccc21
45 | -28 | 5 | 0.0 | Cc1ccc(C)c(S(=O)(=O)N2CCN(C(=O)[C@@H](NC(=O)c3ccc(F)cc3)C(C)C)CC2)c1
46 | -4 | 5 | 1.1 | CN(C)c1ccc(C(=O)NNC(=O)C23CC4CC(CC(C4)C2)C3)cc1
47 | -15 | 4 | 1.0 | CCCCNC(=O)COC(=O)C1CCN(S(=O)(=O)c2ccc3c(c2)OCCO3)CC1
48 | -27 | 5 | -0.8 | CCOC(=O)c1ccc(N2C(=O)CC(C)(CC)CC2=O)cc1
49 | -23 | 8 | -0.2 | O=C(c1ccco1)N1CCN(CC2CC3C=CC2C3)CC1 (stereo not given)
50 | -13 | 23 | 0.1 | O=C(O)CCSc1nnc(COc2ccc([N+](=O)[O-])cc2)n1-c1ccccc1
51 | -7 | 24 | 1.3 | CCCCNC(=O)C1CC(c2ccc(C(F)(F)F)cc2)=NO1 (stereo not given)
52 | -18 | 16 | 0.1 | COc1ccccc1NC(=O)Cn1nc(-c2ccncc2)nc1SCC(=O)NC1CCCC1
53 | -4 | 17 | -0.4 | CCCOc1ccc(C(=O)N2CCN(c3ccc(NC(=O)CC)cc3Cl)CC2)cc1
54 | -21 | 26 | 0.2 | COc1ccc(N2CCN(C(=O)CCC(=O)c3cc(C)sc3C)CC2)cc1
55 | -6 | 14 | . | CCOc1ccc(NC(=O)CSc2cn[nH]n2)cc1
56 | -4 | -1 | 0.2 | O=C(O)CCSCc1ccccc1F
57 | -10 | 7 | -0.6 | C=CCC(Nc1ccccc1)c1ccc(OC)c(OC)c1 (stereo not given)
58 | -19 | -2 | -1.1 | CN(CC(=O)NC1CCCCC1)S(=O)(=O)c1ccc(Cl)cc1
59 | -8 | 9 | -1.6 | Cc1[nH]c(=O)c(C#N)c(C)c1Cc1ccc(Cl)cc1Cl
60 | -26 | 23 | -1.0 | CCO[C@H]1OC(C(=O)N2CCN(Cc3ccccc3)CC2)=C[C@@H](C)[C@@H]1CCCO
61 | -21 | 20 | . | COC(=O)c1c(NC(=O)COC(=O)[C@@H](NS(=O)(=O)c2ccc(C)cc2)C(C)C)sc2c1CCC2
62 | -16 | 16 | 0.5 | COC(=O)c1ccc(OCC(=O)c2cccc(OC)c2)cc1
63 | 6 | 13 | -0.8 | Cc1nc2sccc2c(=O)n1N
64 | -16 | 22 | -1.0 | NC(=O)c1ccsc1NC(=O)c1ccc(S(=O)(=O)N2CCCc3ccccc32)cc1
65 | -13 | 4 | -0.6 | COc1ccc(C(=O)CSc2nnc(CN3CCCCC3)n2-c2ccc(F)cc2)cc1
66 | -13 | 13 | 1.3 | COc1ccc(NC(=S)NCc2ccco2)cc1
67 | 0 | 16 | -1.8 | CC(Sc1nncs1)C(=O)NCC(=O)Nc1ccc(F)c(F)c1F (stereo not given)
68 | -10 | 3 | -1.4 | O=C1CCC/C(=N\NC(=O)c2ccc(COc3cccc4cccnc34)cc2)C1
69 | -9 | 29 | 1.1 | CCOC(=O)C(CC)Sc1ncnc2nc[nH]c12 (stereo not given)
70 | -15 | 1 | -1.3 | Cc1ccc(S(=O)(=O)Cn2nnnc2C(c2ccccn2)N2CCN(c3ccccc3)CC2)cc1 (stereo not given)
71 | -2 | 8 | 0.0 | COc1c(Cl)cnn(-c2ccc(C)cc2)c1=O
72 | -2 | 6 | -2.2 | CCC(C(=O)NC1CCCC1)N(C(=O)c1snc(C(N)=O)c1N)c1ccc(OC)c(OC)c1 (stereo not given)
73 | -8 | 10 | 0.9 | Cc1cccc(OCC(=O)NC(Cc2ccccc2)C(=O)O)c1 (stereo not given)
74 | -6 | 20 | 0.1 | Cc1c(C(=O)N(Cc2nnc(-c3ccccc3Cl)o2)C2CC2)oc2ccccc12
75 | -15 | 21 | -0.5 | CC(=O)N1CCC(=O)N(C(C)C)c2ccccc21
76 | -9 | 5 | -1.1 | NC(=O)COc1ccccc1C(=O)O
77 | -8 | 6 | 0.1 | CN(C1CCCCC1)S(=O)(=O)c1ccc(S(=O)(=O)N2CCCC2)cc1
78 | -24 | -2 | -0.4 | CNC(=O)c1ccc(Nc2nnc(-c3ccc(C)c(S(=O)(=O)NCC4CCCO4)c3)c3ccccc23)cc1 (stereo not given)
79 | -8 | 13 | -0.9 | CCOc1ccc2c(c1)sc1nc(C(=O)OC)cc(=O)n12
80 | 7 | 9 | -1.1 | CC(C)(C)c1ccc(C(=O)Nc2ccc(Oc3cccnc3)nc2)cc1
81 | -5 | 18 | 0.4 | CC(=O)c1ccc(NC(=O)CSc2ccc3nnc(-c4cccnc4)n3n2)cc1
82 | -13 | 16 | -0.2 | N#Cc1c(N)nc2c(c1-c1ccc3c(c1)OCO3)CCc1ccccc1-2
83 | -17 | 7 | 0.5 | CN1CCN(c2ccc(Cl)cc2NC(=O)c2cc(=O)[nH]c3ccccc23)CC1
84 | -21 | 8 | -1.2 | COc1ccccc1-c1nnc(SCC(=O)Nc2ccc(N3CCOCC3)cc2)n1N
85 | -20 | 42 | -1.1 | CN1CCN(C(=O)c2cc3c(ccc4ccccc43)oc2=O)CC1
86 | -20 | 32 | 0.0 | CC(=O)c1ccc(OCc2cc(C(=O)NC(C)c3cnn(C)c3)no2)cc1 (stereo not given)
87 | -9 | 15 | -1.2 | O=C(Cc1c(F)cccc1Cl)NCC1CCCO1 (stereo not given)
88 | -19 | 14 | 1.3 | CCOCC(=O)NCc1ccc2c(c1)cc(C)n2C
89 | 0 | 35 | 0.1 | NC1=C(c2ccc([N+](=O)[O-])cc2)C(=O)CO1
90 | -4 | 4 | -4.1 | Cc1cc(OCC(=O)NCC2CCC(C(=O)O)CC2)c2c(C)cc(=O)oc2c1 (stereo not given)
91 | -22 | 7 | -1.7 | Clc1cnc2nc(SC/C=C/c3ccccc3)[nH]c2c1
92 | -12 | -1 | -0.8 | CN1CCCN(S(=O)(=O)c2ccccc2)CC1
93 | 40* | 18 | -0.7 | Cn1cc([N+](=O)[O-])c(C(=O)Nc2nc(-c3ccc(Cl)cc3)cs2)n1
94 | -14 | 10 | -3.8 | COc1ccc(N2CCN(c3nc(Nc4ccc(C)c(F)c4)nc(N4CCCC4)n3)CC2)cc1
95 | 2 | 15 | -1.5 | O=C(Cn1cnc2c(cnn2-c2ccc(F)cc2)c1=O)OCc1ccccc1
96 | -5 | 22 | -3.5 | O=S(=O)(c1ccccc1)N(CC1CO1)c1ccccc1 (stereo not given)

Two entries from above, with one line to a screen.
94. COc1ccc(N2CCN(c3nc(Nc4ccc(C)c(F)c4)nc(N4CCCC4)n3)CC2)cc1
89. NC1=C(c2ccc([N+](=O)[O-])cc2)C(=O)CO1
Screen / compound no. | 94 | 89
OX1R antag-1 | -14 | 0
OX1R antag-2 | 10 | 35
STK33 kinase inh | -3.8 | 0.1
